Bioassay records: PubChem BioAssay, National Center for Advancing Translational Sciences (NCATS)
Lipid storage S3: qHTS Assay for Lipid Storage Modulators in Drosophila S3 Cells | AID 2685 | lipid storage change, negative = inhibition, % at the top dose, mostly 46.1 µM; hits show Potency in µM | Drosophila S3 cells, BODIPY lipid droplet fluorescence, 18-24 h; cells fed with added oleic acid | actives 0.64% (n = 320,000); active = well fitted inhibition curve with a large enough effect in the signal ratio, with a control signal flat, not every such curve was filed as active; inconclusive = small, poorly fitted or top-dose-only effect, or effect the other way, or a change in a side signal; the % refers to the signal ratio
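Drosophila S3 cells got compounds at several concentrations plus oleic acid (400 uM solution). Laser-scanning cytometry with 488 nm excitation read lipid droplets at 500-530 nm and cells at 575-640 nm. Percent activity was relative to 20 uM Triacsin C.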
Lipid storage S3 cell count max: second read-out of Lipid storage S3, no call of its own (marks repeat the call); cell number change, %; measured here: cell count max response;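 cells counted by Cell Tracker Red CMTPX staining in the red channel; peak over a dose series mostly up to 46.1 µM; percent activity relative to internal control wells on each plate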
* = called active by the depositor; i = inactive; u = inconclusive; x = not tested or not shown. % is set by controls: 0 for no effect and ±100 for the full control effect; potency is the fitted concentration of half-maximal effect. These rows are one share of the data; rates above refer to the full screens.

The first 15 entries (preview)
SMILES | Lipid storage S3 | Lipid storage S3 cell count max
Cc1ccc2c(c1)N(C(=O)CCC(=O)NCc1ccccc1)CC(C)O2 (stereo not given) | u | x
COC(=O)[C@@]12CCCN1[C@H](c1ccc(-c3ccccc3)cc1)[C@H]1C(=O)N(C)C(=O)[C@H]12 | u | x
O=C(NCc1nnc(SCC(=O)N2CCCCCC2)o1)c1ccco1 | u | x
CCOc1ccccc1NC(=O)c1ccc(NC(=O)C2CCCO2)cc1 (stereo not given) | 3.9% | -12.4
Cc1ccc(NC(=O)c2nc(S(=O)(=O)Cc3ccccc3C)ncc2Cl)cc1C | u | x
O=C(CSc1nnnn1-c1ccccc1)N1CCN(C(=O)c2ccco2)CC1 | u | x
COc1cccc(NC(=O)NCCCN2CCN(c3ccc(F)cc3)CC2)c1 | u | x
Cc1ccc(S(=O)(=O)Oc2ccc(/C=N/NC(=O)c3ccncc3)cc2)cc1 | u | x
Cc1ccc(/C=C/c2nc3ccccc3c(=O)n2CCc2ccccc2)cc1 | u | x
c1ccc(N(c2ccccc2)c2nc(N3CCCC3)nc(-n3ccnc3)n2)cc1 | u | x
N#C/C(=C\c1cccs1)C(=O)c1ccccc1Cl | u | x
CC(=O)Oc1ccccc1N1C(=O)c2ccc(C(=O)O)cc2C1=O | u | x
Cc1ccccc1CN1C(=O)C(O)(CC(=O)c2ccncc2)c2ccccc21 (stereo not given) | 26.8% | -5.3
CN(CC(=O)Nc1cccc(F)c1)C(=O)c1cccc(S(=O)(=O)N2CCN(c3ccccc3)CC2)c1 | -10.1% | 3.8
S=c1oc(-c2ccncc2)nn1CCc1ccncc1 | u | x

Results, from the first entry:
SMILES | Lipid storage S3 | Lipid storage S3 cell count max
Cc1ccc2c(c1)N(C(=O)CCC(=O)NCc1ccccc1)CC(C)O2 (stereo not given) | u | x
COC(=O)[C@@]12CCCN1[C@H](c1ccc(-c3ccccc3)cc1)[C@H]1C(=O)N(C)C(=O)[C@H]12 | u | x
O=C(NCc1nnc(SCC(=O)N2CCCCCC2)o1)c1ccco1 | u | x
CCOc1ccccc1NC(=O)c1ccc(NC(=O)C2CCCO2)cc1 (stereo not given) | 3.9% | -12.4
Cc1ccc(NC(=O)c2nc(S(=O)(=O)Cc3ccccc3C)ncc2Cl)cc1C | u | x
O=C(CSc1nnnn1-c1ccccc1)N1CCN(C(=O)c2ccco2)CC1 | u | x
COc1cccc(NC(=O)NCCCN2CCN(c3ccc(F)cc3)CC2)c1 | u | x
Cc1ccc(S(=O)(=O)Oc2ccc(/C=N/NC(=O)c3ccncc3)cc2)cc1 | u | x
Cc1ccc(/C=C/c2nc3ccccc3c(=O)n2CCc2ccccc2)cc1 | u | x
c1ccc(N(c2ccccc2)c2nc(N3CCCC3)nc(-n3ccnc3)n2)cc1 | u | x
N#C/C(=C\c1cccs1)C(=O)c1ccccc1Cl | u | x
CC(=O)Oc1ccccc1N1C(=O)c2ccc(C(=O)O)cc2C1=O | u | x
Cc1ccccc1CN1C(=O)C(O)(CC(=O)c2ccncc2)c2ccccc21 (stereo not given) | 26.8% | -5.3
CN(CC(=O)Nc1cccc(F)c1)C(=O)c1cccc(S(=O)(=O)N2CCN(c3ccccc3)CC2)c1 | -10.1% | 3.8
S=c1oc(-c2ccncc2)nn1CCc1ccncc1 | u | x
CN(Cc1nc(-c2ccccc2)no1)C(=O)c1ccco1 | 8.5% | -5.7
CN(c1ccc(F)cc1)S(=O)(=O)c1ccc(Cl)c(C(=O)OCC(=O)NCc2ccco2)c1 | u | x
COc1ccc(N2CCN(C(=O)c3ccc(NC(=O)C4=CSCCO4)cc3)CC2)cc1 | u | x
O=C(NC(=S)NC1CCCc2ccccc21)c1ccc(F)cc1 (stereo not given) | u | x
O=C(NN1C(=O)/C(=C/c2cccnc2)SC1=S)C(c1ccccc1)c1ccccc1 | 3.8% | 1.7
CCc1ccc(OCCCC(=O)Nc2ccc(S(=O)(=O)Nc3cc(C)nc(C)n3)cc2)cc1 | u | x
CC(=O)Nc1cc(NC(C)=O)c(N=Nc2ccccc2)cc1C | u | x
CNC(=S)NNC(=O)c1ccccc1Cl | -5.4% | 8.9
CN1C(C(=O)Nc2ccc(C(=O)O)cc2)=C(O)c2ccccc2S1(=O)=O | 0.3% | 0.8
COc1ccc(C2NC(=S)NC(C)=C2C(=O)N2CCOCC2)cc1 (stereo not given) | -6.1% | -4.3
COc1ccc2cc(C3(C)NC(=O)N(CC(=O)NCC(F)(F)F)C3=O)ccc2c1 (stereo not given) | -21.7% | -8.5
O=C(COC(=O)COc1ccc(Cl)cc1Cl)NC1CCCCCC1 | u | x
C/C(Cl)=C\CNC(C)c1ccccc1 (stereo not given) | u | x
Cc1cc(C(=O)OCC(=O)NC(C)C)c2ccccc2n1 | -25.2% | -20.7
Oc1ccc(CN2CCCCC2)c2cccnc12 | u | x
CCNC(=O)NC(C(=O)OC)C12CC3CC(CC(C3)C1)C2 (stereo not given) | -25.3% | -3.4
CCOc1ccc(C(=O)Nc2ccc(-c3nc4ccccc4[nH]3)cc2)cc1[N+](=O)[O-] | -8.5% | -13.1
O=C1CC(=O)N(CCc2ccc(F)cc2)C(=O)N1 | u | x
O=C(N/N=C/c1cc([N+](=O)[O-])ccc1O)c1cc(-c2ccccc2)nc2ccccc12 | -12.0% | -8.9
CCOC(=O)c1sc(NC(=O)C(C)C)c(C#N)c1C | -5.1% | 1.2
COc1ccc([N+](=O)[O-])cc1NC(=O)C(C)OC(=O)c1cccnc1Cl (stereo not given) | u | x
Nc1nc(SCC(=O)NNc2c(Cl)cc(Cl)cc2Cl)n[nH]1 | u | x
COCCCNC(=O)CCCn1c(=O)c2ccccc2n(CC(=O)Nc2c(C)cc(C)cc2C)c1=O | u | x
Cc1c(C(=O)NC(C)C)oc2c1-c1[nH]ncc1CC2 | u | x
CC(=O)N(Cc1ccco1)Cc1cc2cccc(C)c2n2nnnc12 | -24.8% | x
COc1ccc(C(=O)Nc2ccc(OCC(F)(F)C(F)F)c(C(F)(F)F)c2)cc1OC | u | x
O=C(COC(=O)c1ccccn1)Nc1nccs1 | u | x
O=c1cc(O)c2c(=O)[nH]c(=O)n(-c3ccccc3)c2[nH]1 | -9.6% | -22.7
Cc1cc(Cl)ccc1NC(=O)CSc1nnc(-c2ccncc2)n1Cc1ccco1 | u | x
Cc1ccc(COc2ccsc2C(=O)O)cc1 | 17.8% | 20.3
COc1cc(/C=N/NC(=O)c2cc(C)oc2C)cc(OC)c1OC | -0.8% | -2.3
Cc1cccc(CC(=O)NCCn2c(C)cc3ccccc32)c1 | u | x
CCCCCC(=O)Nc1nc(C)c(-c2csc(Nc3ccccc3OCC)n2)s1 | -5.2% | -10.1
CN1C(=O)/C(=C/c2ccccc2OCc2ccccc2)NC1=S | u | x
C=CC(=O)NCC1OCCc2ccccc21 (stereo not given) | u | x
CC1CCN(C(=O)COC(=O)c2cc(Cl)c3c(c2)OCO3)CC1 | u | x
COc1cc(/C=C2\SC(=S)N(C(C(=O)O)c3ccccc3)C2=O)ccc1O (stereo not given) | u | x
CC(=O)N1CCOc2ccc(S(=O)(=O)NC(C)c3ccccc3)cc21 (stereo not given) | 29.4% | 17.9
O=C(CN(Cc1ccco1)C(=O)CCC(=O)Nc1nccs1)NCc1ccccc1 | 8.6% | 0.4
O=C(CSc1ccccn1)Nc1ccc(N2CCOCC2)cc1 | 28.6% | -7.3
Cc1cccnc1N(C(=O)Nc1cccc(Cl)c1)C1=NCC(C)(C)S1 | u | x
CCC12CC3CC(C1)CC(C(=O)NNC(N)=O)(C3)C2 | -9.9% | 0.1
CC1CCc2nc3ccc(S(=O)(=O)N4CCC(C(=O)NC(C)c5ccccc5)CC4)cc3c(C(=O)O)c2C1 (stereo not given) | u | x
Cc1c(Cl)c(C(F)(F)F)nn1CC(=O)NCc1ccccc1 | 1.0% | -7.5
O=C(Cn1c(=O)oc2ccccc21)N1CCCC1 | 0.1% | 16.7

2 of these compounds in another layout.
Values in the order – Lipid storage S3, Lipid storage S3 cell count max
> CC(=O)N1CCOc2ccc(S(=O)(=O)NC(C)c3ccccc3)cc21 (stereo not given)
  29.4%, 17.9
> O=C(CN(Cc1ccco1)C(=O)CCC(=O)Nc1nccs1)NCc1ccccc1
  8.6%, 0.4

Next part.
SMILES | Lipid storage S3 | Lipid storage S3 cell count max
COc1ccc(C2C3=C(CCCC3=O)N(CC(=O)O)C3=C2C(=O)CCC3)cc1 | u | x
Oc1ccc(C=NCCc2ccccc2)cc1 | -1.2% | x
CC(C)N(C(=S)Nc1cccc(S(=O)(=O)N(C)C)c1)c1ccccc1 | u | x
Cc1ccccc1NC(=O)COC(=O)c1ccc(S(=O)(=O)N2CCCC2)cc1 | 9.1% | 10.7
O=C(N/N=C/c1cn[nH]c1-c1ccc(Cl)cc1)c1ccc([N+](=O)[O-])cc1 | -25.3% | 1.1
COc1ccccc1NC(=O)c1ccc(C)c(S(=O)(=O)N2CCCCC2)c1 | i | -8.7
Cc1cc(C)n(Cc2ccc(C(=O)N/N=C/c3ccc(-c4ccc([N+](=O)[O-])cc4)o3)o2)n1 | u | x
Cc1ccc(S(=O)(=O)NC(=O)NCc2ccccn2)cc1 | u | x
Cc1cc(=O)[nH]c(SCC(=O)Nc2cccc(C(F)(F)F)c2)n1 | i | -5.5
COc1ccc(OC)c(NC(=O)C2CC(=O)N(Cc3ccco3)C2)c1 (stereo not given) | u | x
O=C(Cn1c(=S)[nH]c2ccccc21)c1ccccc1 | u | x
CN1CCN(C(=O)C2=C[C@@H](c3ccc(Br)cc3)C[C@@H](OCc3ccc(CO)cc3)O2)CC1 | -5.6% | -14.2
CCCCOc1ccc(-c2nc(-c3cccnc3)no2)cc1 | i | -7.5
CCCC1(c2ccccc2)NC(=O)N(CC(=O)c2[nH]c(C)c(C(=O)OCC)c2C)C1=O (stereo not given) | 8.2µM* | -26.5*
CC(C)C(=O)Nc1nnc(CCN2CCCCC2)s1 | -4.6% | -5.5
O=C(/C=C/c1c[nH]c2ccccc12)c1ccccc1 | u | x
CCCC1=C(C(=O)OCC)C(c2ccc(OC)c(C)c2OC)C(C#N)=C(N)O1 (stereo not given) | 22.4% | -15.0
N#CCc1nc(-c2cc3ccccc3oc2=O)cs1 | u | x
C/C(CC(=O)Nc1cccnc1)=N\NC(=O)C(=O)NC(C)C | 6.1% | 11.2
COCC(=O)N1CCC(Oc2ccc(C(=O)N3CCSCC3)cc2)CC1 | -28.8% | 5.3
CC(C)(C)c1ccc(S(=O)(=O)NCC2CCCO2)cc1 (stereo not given) | 1.5% | 9.9
c1cncc(-c2nnc(SCc3nc4ccccc4[nH]3)o2)c1 | u | x
O=c1[nH]c2ccc(Br)cc2c(-c2ccccc2)c1N1CCOCC1 | u | x
O=C(O)c1c[nH]c2ccc(S(=O)(=O)N3CCN(c4ccc(F)cc4)CC3)cc2c1=O | u | x
CC(Oc1ccccc1)c1nnc(N)s1 (stereo not given) | -1.7% | 14.9
CCCNC(=O)NS(=O)(=O)c1cnccc1Sc1ccc(Cl)cc1 | u | x
Cc1ccc(-n2c(SCC(N)=O)nc3c(c2=O)C2(CCCC2)Cc2ccccc2-3)cc1 | u | x
Fc1ccc(-c2cnc(-c3cccs3)o2)cc1 | i | -12.8
Cc1cccc(N=C/C(C(=O)C(F)(F)F)=C(\O)c2ccco2)c1 | -0.4% | 8.1
CCn1c(=O)c2sccc2n2c(CCCC(=O)NCc3cccnc3)nnc12 | u | x
O=C(CSc1nnc2c(n1)[nH]c1ccccc12)OCc1ccccc1 | -3.4% | -13.0
CCCCNC(=S)NNC(=O)c1ccc(Br)o1 | u | x
CCOC(=O)c1ccccc1NC(=O)C1COc2ccccc2O1 (stereo not given) | u | x
COc1ccccc1-c1cc(C(=O)N2CCN(c3ccccc3)CC2)no1 | u | x
COc1ccc(OCC(=O)O/N=C(\N)Cc2cccs2)cc1 | 1.6% | 2.7
COc1ccc(NC(=O)Cc2ccc(Cl)cc2)cc1NC(=O)c1ccco1 | u | x
O=C(Nc1ccc(F)cc1)C(c1ccccc1)N1CCN(S(=O)(=O)c2c(F)cccc2F)CC1 (stereo not given) | i | -1.5
Cc1ccc(S(=O)(=O)N2CCN(Cc3nc4sc(C)c(C)c4c(=O)[nH]3)CC2)cc1 | 5.7% | -3.6
C/C(=N/NC(=O)CNC(=O)Cc1ccc(Cl)cc1)c1ccco1 | u | x
Cc1ccccc1NC(=O)C(=O)NCCc1c[nH]c2ccccc12 | 3.8% | 29.2
Cc1ccc(NC(=O)C2CC(=O)Nc3nc4ccccc4n32)c(C)c1 (stereo not given) | 13.6% | 3.6
CN(C)S(=O)(=O)c1cccc(C(=O)NCCOC(=O)c2cc(F)c(F)cc2Cl)c1 | i | 5.1
c1ccc(CSc2nnc(-c3ccco3)o2)cc1 | 21.4% | 29.7
CCOc1cc2c(cc1C(C)(C)C)NC(=O)CS2 | u | x
Fc1ccc(Oc2nc(-c3ccccn3)nc3ccccc23)cc1 | u | x
CC(C)CCNC(=O)CCCn1c(=O)[nH]c2ccc(Br)cc2c1=O | u | x
Fc1ccc(-c2n[nH]c(=S)n2Cc2ccccc2)cc1 | 6.8% | 13.3
Cc1ccc(C)c(NC(=S)NC2CC3CCCC(C2)N3CC(C)C)c1 (stereo not given) | 10.2% | 1.1
Cc1ccccc1NC(=O)N1CCC(C(=O)c2ccc(F)cc2)CC1 | -0.7% | -3.0
OCCN1CCN(C(=S)NCCc2ccccc2)CC1 | -4.7% | -17.7
Cc1onc(NC(=O)NC(=O)c2c(F)cccc2Cl)c1Br | u | x
CSC1=NC(C)(C)C=C(/C=C/c2c(Cl)cccc2Cl)N1 | u | x
Cc1ccc(C)c(/C=C/C(=O)c2ccccc(=O)c2O)c1 | -13.2% | -4.8
O=C(O)Cc1coc(-c2ccc(F)cc2)n1 | u | x
CNS(=O)(=O)c1ccc(CCC(=O)N2CCN(c3ccccc3OC)CC2)cc1 | i | -25.1
